From PubChem
Rab9 promoter act = Rab9 promoter activation. Huh7 Rab9 promoter-luciferase reporter, luminescence, 24 h. Potency, µM (titrated, usually from 9.22 µM), without a hit: at the top dose activation, negative = inhibition, hits mostly activators. 320,000 tested, 2.8% active. AID 485297; also: % of control where 0% means no effect; nearly all actives have a fitted effect of over 60% in size
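Cell-based reporter: Huh7 stable for Rab9 promoter-driven luciferase, plated in reduced-serum medium with 10% FBS at 1500 cells/well, compound-treated 24 h at 37 °C, luminescence read after 10 min reagent.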
uPA surface inh = cell surface uPA generation inhibition; cell surface uPA generation assay, qHTS; 330,000 tested, 0.31% active; AID 540303; Potency, µM (series often up to 38.3 µM), inactives show at the highest dose activity change, negative = inhibition, hits mostly inhibitors; active = well fitted inhibition curve with a large enough effect; inconclusive = small, poorly fitted or top-dose-only effect; inactive = no such curve, though single readings can be large or run the other way; tested in mouse RAW 264.7 cells; also: % is scaled to controls: 0 for no effect and ±100 for the full control effect; nearly all actives have a fitted effect of over 55% in size
FLuc modulator = inhibits or activates purified firefly luciferase, miR-21 counter-screen; P08659; purified FLuc, Km substrates, luminescence inhibition; Potency, µM (series often up to 57.5 µM), for inactives: at the top dose activity change, negative = inhibition, actives largely listed as inhibitors; 360,000 tested, 6.9% active;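 also: plate controls were vehicle for no effect and reference inhibitor for full effect; nearly all actives have a fitted effect of over 55% in size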
Target sequence (P08659 whole entry, looked up): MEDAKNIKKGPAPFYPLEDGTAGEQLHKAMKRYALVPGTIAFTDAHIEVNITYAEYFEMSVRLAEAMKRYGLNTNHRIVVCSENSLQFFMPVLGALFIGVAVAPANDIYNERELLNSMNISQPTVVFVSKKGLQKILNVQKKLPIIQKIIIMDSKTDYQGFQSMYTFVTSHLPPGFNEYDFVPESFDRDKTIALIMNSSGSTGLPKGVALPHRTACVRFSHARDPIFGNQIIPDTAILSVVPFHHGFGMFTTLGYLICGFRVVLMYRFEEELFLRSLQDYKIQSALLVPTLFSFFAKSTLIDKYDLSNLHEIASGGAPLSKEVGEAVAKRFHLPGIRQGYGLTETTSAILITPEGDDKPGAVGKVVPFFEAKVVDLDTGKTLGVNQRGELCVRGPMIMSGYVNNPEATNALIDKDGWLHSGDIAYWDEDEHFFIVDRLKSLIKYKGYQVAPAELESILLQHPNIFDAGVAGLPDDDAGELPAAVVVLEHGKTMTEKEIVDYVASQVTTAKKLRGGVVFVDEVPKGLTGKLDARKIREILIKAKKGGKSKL
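Purified P. pyralis luciferase, 10 nM final, with Km-level 10 uM D-luciferin and 10 uM ATP in 50 mM Tris acetate pH 7.5, 10 mM Mg acetate, 0.01% Tween-20, 0.05% BSA; 6-point qHTS titration about 60 µM downward; luminescence read.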
ELG1 genotox = inducers of genotoxicity in HEK293T ELG1-luciferase cells | HEK293T ELG1-luciferase reporter, luminescence, 16 h | Potency, µM (titrated, usually from 46 µM), without a hit: top-dose activity change, positive = activation, hits mostly activators | 330,000 tested, 1.3% active; also: % of control where 0% means no effect; nearly all actives have a fitted effect of over 60% in size
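Cells (2,000/well) expressing the ELG1-luciferase fusion are dosed by pin tool and kept 16 hr at 37 °C, 5% CO2. Signal comes from ONE-Glo luciferase reagent after 30 min at room temperature.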
p53 reactivation = mutant p53 re-activation in reporter cells. AID 504706. 320,000 tested, 0.063% active. H1299 p53-A138V BP100-luciferase reporter, luminescence, 24 h. Potency, µM (doses to about 92.2 µM), inactives show at the top dose activity change, positive = activation, actives largely listed as activators; also: % of control where 0% means no effect; nearly all actives have a fitted effect of over 45% in size
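p53-null H1299 cells stably carrying temperature-sensitive p53-A138V and a BP100-luciferase reporter were pinned with compounds (4-point, 1:5 series) and held 24 hrs at 37 deg C. Luminescence was read 10 min after detection reagent.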
BRCA1 expr act = increases BRCA1 expression; MCF7-BRCA1-FFLuc reporter, luminescence, 48 h; response scale: scaled: vehicle 0%, 10 µM genistein 100%; Potency, µM (doses to about 46.1 µM), inactives show at the top dose activation, usual class: activators; AID 624202; 380,000 tested, 1.1% active; also: nearly all actives have a fitted effect of over 80% in size; some results filed as inactive show a strong effect at the top dose
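First, MCF7-BRCA1-FFLuc cells (2000/well) attach for 2 h; next, compounds are pin-added and incubated 48 h at 37 °C; finally, luciferase reagent is added and luminescence read after 15 min.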
NPC1 promoter act = NPC1 promoter activation. AID 485313. Potency, µM (series often up to 9.22 µM), inactives show at the top dose activation, hits mostly activators. Huh7 NPC1 promoter luciferase reporter, 24 h. 320,000 tested, 2.4% active;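 also: % of control where 0% means no effect; nearly all actives have a fitted effect of over 60% in size; reporter is driven by a mutant NPC1 promoter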
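In 1536-well qHTS, Huh7 cells harboring an NPC1 promoter–luciferase construct received compound for 24 h; activation was quantified by luminescence following luciferase reagent addition.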
MBNL1-CUG inh = MBNL1-poly(CUG) RNA binding inhibition | Q9NR56 | TR-FRET MBNL1-His/biotin-(CUG)12 binding, 665/545 ratio | Potency, µM (highest dose often 57.5 µM), for inactives: at the top dose activity change, negative = inhibition, most hits filed as inhibitors | 280,000 tested, 0.036% active | AID 2675; active = well fitted inhibition curve with a large enough effect in the signal ratio, with a control signal flat, not every such curve was filed as active; inconclusive = small, poorly fitted or top-dose-only effect, or effect the other way, or a change in a side signal; inactive = no such curve, though single readings can be large or run the other way; the % refers to the signal ratio; also: % is scaled to controls: 0 for no effect and ±100 for the full control effect
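Inhibition of protein-RNA binding appears as loss of TR-FRET between terbium anti-His antibody on MBNL1-His and streptavidin-XL665 on biotin-(CUG)12. Activity is normalized to buffer-only and uninhibited-complex controls.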
RORgamma inh = blocks mouse ROR gamma transcriptional activity | AID 2551 | 310,000 tested, 5.4% active | Potency, µM (highest dose often 53.6 µM), for inactives: at the top dose activity change, negative = inhibition, usual class: inhibitors | Drosophila S2 Gal4-RORgamma UAS-luciferase reporter, 20 h; also: % is scaled to controls: 0 for no effect and ±100 for the full control effect; nearly all actives have a fitted effect of over 60% in size
Target sequence (P51450 whole entry, looked up, the tested form may be a part): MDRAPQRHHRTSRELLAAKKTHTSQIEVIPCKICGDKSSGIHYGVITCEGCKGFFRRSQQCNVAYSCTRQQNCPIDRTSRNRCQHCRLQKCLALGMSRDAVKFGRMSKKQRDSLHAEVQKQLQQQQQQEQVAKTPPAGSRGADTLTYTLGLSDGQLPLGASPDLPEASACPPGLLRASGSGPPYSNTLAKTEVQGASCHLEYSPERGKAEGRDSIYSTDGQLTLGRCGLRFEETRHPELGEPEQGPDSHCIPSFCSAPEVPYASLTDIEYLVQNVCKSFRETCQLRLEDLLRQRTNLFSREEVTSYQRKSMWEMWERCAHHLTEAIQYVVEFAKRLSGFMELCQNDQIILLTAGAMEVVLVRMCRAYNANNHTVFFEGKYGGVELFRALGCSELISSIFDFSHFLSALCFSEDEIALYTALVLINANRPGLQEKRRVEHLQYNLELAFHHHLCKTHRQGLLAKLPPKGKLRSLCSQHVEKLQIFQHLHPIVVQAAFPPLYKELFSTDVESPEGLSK
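ROR gamma transcriptional activity was tracked as Gal4-UAS luciferase output in stably transfected Drosophila Schneider cells, with compound added 1 hr before 700 uM copper sulfate induction and a 20 hr ambient-temperature incubation.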
Gal4-VP16 FLuc = inhibits Gal4-VP16 luciferase reporter, ROR gamma counter-screen; Potency, µM (doses to about 53.6 µM), for inactives: at the highest dose activity, negative = inhibition, most hits filed as inhibitors; AID 2546; Drosophila S2 Gal4-VP16 UAS-luciferase, luminescence, 20 h; 310,000 tested, 3.5% active;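 also: Gal4-VP16 expression switched on by copper sulfate through the metallothionein promoter; % is scaled to controls: 0 for no effect and ±100 for the full control effect; nearly all actives have a fitted effect of over 50% in size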
* hit, by the source's call; ? = inconclusive; nt = no result given; [ ] = remark or other dose. Unless noted, calls follow the shape of the dose curve; as a rule, active = well fitted curve in the direction sought with a large enough effect; inconclusive = small, poorly fitted or top-dose-only effect, or another doubt; inactive = no such curve, though single readings can be large; an effect the other way counts as inactive or inconclusive. Potency is read from the fitted curve at half-maximal effect.

Compound,Rab9 promoter act,uPA surface inh,FLuc modulator,ELG1 genotox,p53 reactivation,BRCA1 expr act,NPC1 promoter act,MBNL1-CUG inh,RORgamma inh,Gal4-VP16 FLuc
CCCCC1CC(C)(C(=O)CSc2nc3ccccc3s2)OC1=O (stereo not given),-3%,6%,6%,-2%,2%,-14%,-1%,0%,?,?
COc1ccccc1N(C)S(=O)(=O)c1ccc(C(=O)OCC(=O)Nc2ccc(C(N)=O)cc2)cc1,0%,?,4%,1%,-3%,-25%,-5%,nt,nt,nt
CCN(CC(=O)Nc1cc(Cl)ccc1C)C(=O)CCOc1ccc(C)cc1,-6%,2%,-14%,7%,-7%,3%,0%,nt,nt,nt
Cc1onc(-c2c(Cl)cccc2Cl)c1NC(=O)N(C)N,2%,9%,-1%,-2%,0%,5%,-2%,-4%,-11%,-1%
Cc1cc(=O)[nH]c(=O)n1Cc1ccccc1,-3%,0%,-1%,4%,-1%,10%,-3%,5%,-1%,-3%
CCOC(=O)c1c(NC(=O)CCCN2CCOCC2)sc2c1CC(C)(C)OC2,-2%,3%,-1%,0%,-1%,-19%,-4%,4%,-15%,7%
COc1ccc(NC(=O)CSc2nnc(N)s2)cc1S(=O)(=O)N1CCCCC1,nt,?,nt,-1%,1%,9%,nt,nt,nt,nt
Nc1ccc(C(=O)N/N=C/c2cn(Cc3ccccc3F)c3ccccc23)cc1,-1%,-10%,24µM*,-5%,-6%,13%,0%,10%,14µM*,?
COCc1cc(=O)[nH]c(Nc2nc3ccccc3o2)n1,26%,-9%,?,?,?,-20%,?,1%,3.5µM*,?
Cc1cc(C)nc(N2CCC(C(=O)NCCc3ccc(F)cc3)CC2)n1,13%,4%,-1%,-1%,4%,4%,3%,-11%,?,-6%
Cc1nnc(SCC(=O)NC2CC2)n1-c1ccccc1,7%,4%,0%,2%,16%,2%,1%,0%,-17%,0%
Cc1ccccc1N1C(=O)CN(Cc2sccc2C)C1=S,-9%,0%,-1%,-1%,1%,-10%,1%,1%,1%,16%
COc1ccc(NC(=O)c2cc(C)nc3ccccc23)cc1S(=O)(=O)N1CCOCC1,nt,-2%,nt,5%,-8%,-10%,nt,nt,nt,nt
Cc1noc(C)c1C(=O)Nc1ccc(C#N)cc1,0%,10%,3%,-2%,-7%,-3%,3%,4%,?,2%
CCC(CC)c1nnc(NC(=O)c2cc(C(=O)OC)cc([N+](=O)[O-])c2)s1,-2%,4%,5%,-5%,-2%,-36%,-3%,?,7.1µM*,?
CC1C(c2ccccc2)=[N+]([O-])C2(CCCCC2)N1O (stereo not given),-3%,2%,-1%,1%,?,3%,1%,1%,-24%,-7%
CCC(=O)N(c1ccc(F)cc1)C1C=CS(=O)(=O)C1 (stereo not given),1%,7%,-6%,2%,1%,-3%,-2%,-4%,4%,-8%
Cc1c(C)n(CCc2c[nH]c3ccccc23)ccc1=O,-1%,-11%,6%,12%,-1%,-10%,-6%,-4%,-10%,-2%
Cc1ccccc1NC(=S)NCc1ccc2c(c1)OCO2,6%,2%,-1%,-2%,-15%,-14%,1%,-4%,2.5µM*,10µM*
CC(=O)c1ccc(S(=O)(=O)Nc2ccc(-c3ccc4nnc(C)n4n3)cc2)cc1,-3%,6%,-14%,?,-2%,-6%,-3%,?,-32%,-19%

Continued:
Compound,Rab9 promoter act,uPA surface inh,FLuc modulator,ELG1 genotox,p53 reactivation,BRCA1 expr act,NPC1 promoter act,MBNL1-CUG inh,RORgamma inh,Gal4-VP16 FLuc
O=C(CNS(=O)(=O)c1ccccc1)N1CCc2ccccc2C1,?,-8%,?,15%,16%,11µM*,?,3%,-16%[1.91 µM],19%
CCCc1[nH]nc2c1C(c1cc(OC)ccc1F)C(C#N)=C(N)O2 (stereo not given),-5%,nt,3%,-6%,9%,-1%,3%,-1%,-41%,1%
CCS(=O)(=O)c1ccc2oc(SCC(=O)NC3CCCC(C)C3C)nc2c1 (stereo not given),11%,1%,0%,-7%,8%,-31%,1%,-3%,0%,4%
CC(C)NC(=O)c1ccc(COc2ccc(C(C)(C)C)cc2)o1,12%,-13%,?,14%,10%,39%,?,-6%,?,?
Cc1ccc(S(=O)(=O)N(C)C)cc1NC(=O)c1cc(-c2ccco2)nc2ccccc12,0%,1%,0%,?,5%,-11%,8%,?,-42%,-26%
CC(C)(C)c1cc(C(=O)N/N=C/c2ccccc2O)n(-c2ccccc2)n1,-29%,4%,-15%,9%,4%,-69%,-22%,-10%,0.63µM*,1.1µM*
CCCN(Cc1nnc(-c2cccs2)o1)C(=O)CN1C(=O)NC2(CCCCC2C)C1=O (stereo not given),-4%,12%,0%,-3%,6%,5%,0%,nt,nt,nt
COc1ccc2c(c1)[nH]c1c(N3CCSCC3)ncnc12,-19%,-9%,?,-10%,0%,-47%,-1%,-6%,?,?
CCOc1ccc(C(=O)Nc2ccccc2OC(F)F)cc1,?,2%,?,9%,1%,39%,13%,-4%,43%,-5%
Cn1c(CNS(=O)(=O)c2ccc(Br)cc2)n[nH]c1=S,-4%,4%,2%,0%,2%,1%,-5%,-2%,15%,-1%
CCC1=Nc2cc(C(=O)NCCN3CCCC3)ccc2Sc2ccc(C)cc21,0%,-2%,6%,0%[9.26 µM],-8%,-16%,-4%,4%,3%,-5%
O=C(Nc1nc(N2C(=O)c3ccccc3C2=O)n(-c2ccccc2)n1)c1ccc(Cl)cc1,4%,-1%,?,-2%,-18%,-14%,-5%,-6%,14µM*,?
CC(/C=C/C(=O)c1ccc(C)cc1)=C\c1ccccc1,?,1%,4.3µM*,18%,?,-17%,?,-12%,-16%,-7%
Cn1c(=O)cc(-c2ccccc2)c2ccccc21,3%,3%,-2%,26%,4%,2%,-5%,-3%,7%[0.365 µM],nt
COc1cccc(C2CC(c3ccc(Cl)cc3)Nc3nc(N)nn32)c1 (stereo not given),-5%,1%,1%,0%,-5%,-2%,0%,?,41%,-18%
CCC(C)(C)NC(=O)Cc1ccccc1OC,9%,-1%,2%,0%,-9%,3%,-1%,-3%,9%,5%
CC(=O)c1ccc(NC(=O)c2ccc(S(=O)(=O)N3CCCC3)cc2)cc1,1%,-1%,-8%,3%,-3%,-14%,5%,-2%,?,7%
COc1ccccc1OCCCCN1CCC(C)CC1,-2%,0%,4%,1%,-2%,12%,3%,-6%,-22%,-17%
CC(C)c1ccc(/C=C/C(=O)NC(=S)Nc2ccc(CN3CCOCC3)cc2)cc1,4%,-16%,1%,-13%,21%,-82%[inhibitor],-6%,-2%,2.8µM*,5µM*
CN=c1scc(-c2ccc(Cl)cc2)n1C,-6%,-7%,1%,-2%,-4%,-6%,0%,-22%,17%,-3%

Remaining list, next part
Compound,Rab9 promoter act,uPA surface inh,FLuc modulator,ELG1 genotox,p53 reactivation,BRCA1 expr act,NPC1 promoter act,MBNL1-CUG inh,RORgamma inh,Gal4-VP16 FLuc
CC1CCN(C(=O)Cn2cc(C#N)c3ccccc32)CC1,-2%,6%,3%,0%,-7%,5%,-1%,?,-26%,-4%
Cc1cc(=O)c(C(=O)O)nn1-c1cccc(C(F)(F)F)c1,-5%,-1%,2%,3%,0%,26%,1%,-6%,-1%,-3%
Cc1ccc(NC(=O)NCC(c2cccnc2)N2CCOCC2)cc1 (stereo not given),5%,5%,2%,-1%,3%,26%,1%,8%,20%,0%
O=C(/C=C/c1cn(CC(O)CN2CCCCC2)c2ccccc12)c1cccs1 (stereo not given),0%,-11%,-14%,3%,0%,3%,-1%,-8%,2%,-26%
CCC(C)c1ccc(OCC(=O)Nc2ccc(Cl)cn2)cc1 (stereo not given),5%,-4%,?,?,15%,-5%[1.84 µM],4%,-4%,22%,17%
Cc1nn(S(=O)(=O)c2ccc(Cl)cc2)c(C)c1S(=O)(=O)N1CCOCC1,-2%,7%,1%,0%,-3%,3%,-1%,-6%,-10%,-7%
CC(C)C(=O)N1CCc2cc(-c3csc(N)n3)ccc21,3.5µM*,-6%,13µM*,22%,21%,?,?,7%,2%,10%
Cc1onc(-c2c(F)cccc2Cl)c1C(=O)OCC(=O)NC1CC1,-3%,9%,-2%,1%,-4%,-4%,-3%,-5%,-5%,-6%
CCCCOC(=O)N1CCOCCOCCOCCOCC1,9%,4%,-1%,-1%,-3%,19%,-3%,-6%,-28%,5%
N#C/C(C(=S)Nc1ccccc1)=C1/NN=C(N2CCOCC2)N1c1ccccc1,14%,4%,-5%,-1%,-5%,9%,-3%,-5%,1.3µM*,4.5µM*
CC1CCN(C(=O)CSc2nc(C(C)C)nc3c2c(=O)n(C)c(=O)n3C)CC1,-4%,1%,-1%,-17%,-2%,-22%,0%,-9%,-5%,-18%
Cc1[nH]n(-c2ccccc2)c(=O)c1C(C[N+](=O)[O-])c1ccc(Cl)cc1 (stereo not given),-2%,-8%,-12%,0%,-13%,-36%,-2%,-17%,-11%,?
CC(=O)c1sc2nsc(SCCN3CCOCC3)c2c1N,16%,-4%,-19%,6%,4%,75%,1%,?,-4%,-2%
Cc1ccc(NC(=O)COc2ccc(/C(N)=N/O)cc2)cc1C,-5%,-11%,?,0%,3%,7%,1%,?,-8%,-3%

No enrichment for hits. Share with any hit: about 13%.
